M1 ag parental: counter-screen for M1 agonists: effect in parental CHO-K1 cells; Fluo-8 calcium fluorescence; scaled to maximal ATP response, vehicle zero; activation, % at 3 µM; 360,000 compounds, 0.48% hits; in the data active means activation above about 15%;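 further: untransfected CHO-K1 host cells lacking M1 receptor as counterscreen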
M1 PAM: human M1 muscarinic receptor positive allosteric modulators, primary screen, CHO-K1 cells, Fluo-8 calcium fluorescence, 1536-well | 360,000 compounds, 0.088% hits | AID 588819, 2011 | activation, % at 3 µM | CHO-K1 hM1, ACh EC20; 0% = ACh EC20, 100% = maximal ACh | Muscarinic acetylcholine receptor M1 (Homo sapiens), P11229; in the data active means activation above about 19%, passing the limit was not always enough
Target sequence (P11229 whole entry, looked up): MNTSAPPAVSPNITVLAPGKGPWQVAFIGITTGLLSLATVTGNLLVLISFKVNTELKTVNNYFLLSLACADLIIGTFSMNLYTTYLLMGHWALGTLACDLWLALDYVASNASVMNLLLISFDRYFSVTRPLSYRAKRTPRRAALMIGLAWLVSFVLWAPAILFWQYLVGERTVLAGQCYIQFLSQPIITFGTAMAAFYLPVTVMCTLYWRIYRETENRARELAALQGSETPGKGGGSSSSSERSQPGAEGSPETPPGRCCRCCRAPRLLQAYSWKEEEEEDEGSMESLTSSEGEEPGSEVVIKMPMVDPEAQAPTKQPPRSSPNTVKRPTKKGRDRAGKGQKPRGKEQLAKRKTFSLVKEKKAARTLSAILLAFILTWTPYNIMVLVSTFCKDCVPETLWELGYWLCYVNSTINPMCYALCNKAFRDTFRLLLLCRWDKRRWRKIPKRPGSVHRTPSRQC
OXTR potentiator: human OXTR potentiators, primary screen, fluorescence, CHO-OTR cells, Fluo-8 calcium; Fluo-8 calcium fluorescence, potentiator mode; 0% = oxytocin EC15, 100% = EC100; activation, % at 3 µM; Oxytocin receptor (Homo sapiens), P30559; 320,000 compounds, 0.061% hits; AID 2445, 2010;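 active means activation above that plate's cutoff, the mean activation of tested compounds plus 3 SD, cut at about 6.6% in these data, passing the limit was not always enough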;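 further: 100% uses oxytocin at 75 nM as the full agonist control; some results filed as inactive read as strong as hits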
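assay system = CHO-OTR cells, human receptor | schedule = compound 6 min at room temperature before oxytocin, 100 s read | detection = Fluo-8 intracellular calcium fluorescence, ex 470-495, em 515-575 nm | evaluation = normalized max/min fluorescence ratio, % activation | control set = EC15 oxytocin alone as 0%, 75 nM oxytocin (EC100) as 100%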
CHRM4 antagonist: human M4 muscarinic receptor antagonists, primary screen, CHO cells, Fluo-8 calcium fluorescence; inhibition, % at 3 µM; CHO-hM4 cells, ACh EC80; 360,000 compounds, 0.73% hits; Muscarinic acetylcholine receptor M4 (Homo sapiens), P08173; AID 624125, 2012;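 active means inhibition above its plate's cutoff, the mean inhibition of sample wells plus 3 SD, cut at about 27% in these data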;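 further: 0% = acetylcholine EC80 with DMSO and 100% = DMSO without agonist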
Target sequence (P08173 whole entry, looked up): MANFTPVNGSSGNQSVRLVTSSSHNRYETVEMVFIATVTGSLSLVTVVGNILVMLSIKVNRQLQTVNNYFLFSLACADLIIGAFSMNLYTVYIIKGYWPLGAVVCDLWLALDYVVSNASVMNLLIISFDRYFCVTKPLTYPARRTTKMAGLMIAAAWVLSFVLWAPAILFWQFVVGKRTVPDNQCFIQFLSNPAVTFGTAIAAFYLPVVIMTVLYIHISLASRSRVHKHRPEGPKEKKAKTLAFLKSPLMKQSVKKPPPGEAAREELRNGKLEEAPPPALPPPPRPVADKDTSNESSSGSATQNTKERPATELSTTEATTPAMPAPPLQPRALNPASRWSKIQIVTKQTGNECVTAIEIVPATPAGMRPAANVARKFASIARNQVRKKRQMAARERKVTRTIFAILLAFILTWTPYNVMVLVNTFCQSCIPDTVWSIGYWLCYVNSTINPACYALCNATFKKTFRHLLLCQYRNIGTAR
CHRM4 agonist: human M4 muscarinic receptor agonists, primary screen, CHO-K1 cells, Fluo-8 calcium fluorescence. AID 624127, 2012. activation, % at 3 µM. CHO-K1 hM4/Gqi5; vehicle 0%, full acetylcholine response 100%. Muscarinic acetylcholine receptor M4 (Homo sapiens), P08173. 360,000 compounds, 0.14% hits;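 active means activation above the run mean over all test wells plus 3 SD, cut at about 32% in these data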;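 further: peak over basal fluorescence ratio per well then scaled between controls; 0% = DMSO wells and 100% = acetylcholine at EC100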
CHO parental Ca: ATP-evoked calcium signal inhibitors, parental CHO, primary screen, counter-screen for OX1R antagonist project, cell-based, fluorescence, Fluo-8 calcium dye; 330,000 compounds, 0.63% hits; inhibition, % at 5.6 µM; parental CHO-K1, ATP-induced calcium, Fluo-8 fluorescence; AID 463079, 2010;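 active means inhibition above that plate's mean sample inhibition plus 3 SD, cut at about 26% in these data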;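 further: 0% = ATP-challenged DMSO wells and 100% = DMSO wells without ATP; some compounds past the cut are filed as inactive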
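Assay system: untransfected parental CHO cell line. Also added: ATP agonist challenge. Dosing: one dose, 5.6 µM nominal. Measured by: Fluo-8 fluorescence. Read-out: % inhibition. Benchmarks: ATP wells versus no-ATP DMSO wells. Repeats: no replicates.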
CHRM1 antagonist: human M1 muscarinic receptor antagonists, primary screen, CHO-K1 cells, Fluo-8 calcium fluorescence, 1536-well | Muscarinic acetylcholine receptor M1 (Homo sapiens), P11229 | CHO-K1 hM1, ACh EC80 antagonist | inhibition, % at 3 µM | 360,000 compounds, 1.3% hits;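 active means percent inhibition above its own plate's cutoff, namely the mean of that plate's compound wells plus 3 SD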;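 further: peak over basal fluorescence ratio during 140 s after agonist addition; 0% = ACh EC80 plus DMSO and 100% = DMSO alone without agonist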
M1 ag: human M1 muscarinic receptor agonists, primary screen, Fluo-8 calcium fluorescence, CHO-K1 cells, HTS; Muscarinic acetylcholine receptor M1 (Homo sapiens), P11229; CHO-K1 hM1, agonist mode; 0% DMSO, 100% acetylcholine EC100; activation, % at 3 µM; 360,000 compounds, 0.33% hits;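 active means activation above the run's mean compound activation plus 3 SD, cut at about 16% in these data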;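 further: peak over basal fluorescence ratio within a 140 s kinetic read after compound addition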
CHO-K1 Ca antag: counter-screen for M1 antagonists: effect in parental CHO-K1 cells. inhibition, % at 3 µM. ATP-induced calcium, Fluo-8 fluorescence. 360,000 compounds, 0.6% hits;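 active means inhibition above a per-plate cutoff, the plate's mean sample inhibition plus 3 SD, cut at about 24% in these data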;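 further: 0% = DMSO plus EC80 ATP and 100% = DMSO alone without ATP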
* = called active by the depositor; x = not tested or not shown; & = joins results of further samples.

SMILES	M1 ag parental	M1 PAM	OXTR potentiator	CHRM4 antagonist	CHRM4 agonist	CHO parental Ca	CHRM1 antagonist	M1 ag	CHO-K1 Ca antag
Cc1ccccc1NC(=O)Cn1c(=O)n(CC2CCCO2)c(=O)c2ccccc21 (stereo not given)	1.0	7	-4	1	0	-4	-21	-2	-11
CCOc1ccc(CCNC(=O)c2[nH]c(C)c(C(C)=O)c2CC)cc1OCC	4.5	0	-13	-2	9	-18	2	-8	-5
COc1cccc(-c2nnc(SCc3ccc(C#N)cc3)n2Cc2ccco2)c1	2.7	-7	-9	-4	7	-1	9	-4	-9
COc1ccc(OC)c(NC(=O)c2cc3oc4ccccc4c3cc2O)c1	0.5	1	-11	-11	1	5	-9	-4	-16
O=C(CN1CCN(c2ccccc2F)CC1)N1N=CCC1c1ccccc1 (stereo not given)	2.5	6	-13	-18	4	-15	-10	-4	-11
CCC(C(=O)OCC(=O)Nc1ccc2[nH]c(=O)[nH]c2c1)c1ccccc1 (stereo not given)	0.4	-1	5	1	1	9	-8	-2	-6
O=c1ccc2c(o1)/C(=C/C=C(Cl)Cl)CCC2	-0.4	-3	-4	-6	0	-11	0	-5	-5
O=C(C/C=N/OCc1ccc(F)cc1Cl)c1cnc(-c2ccccc2)s1	-0.3	2	-8	-10	4	-14	-14	0	0
N#Cc1ccc(N=c2ssnc2Cl)cc1	0.6&1.0	-1&13	-1&-13	-6&-6	3&1	9&-12	8&-13	-2&6	-3&-1
Cc1cccc(NC(=O)CCn2c(=O)oc3ccccc32)c1	1.9	0	-9	-1	3	2	5	-4	-10
CN(C)c1ccc(C(=O)c2ccc(N(C)C)c(N)c2)cc1N	0.4	-2	-16	-6	1	-8	-31	-2	-5
NC(=O)c1ncn([C@@H]2O[C@H](CNCc3cc(Cl)ccc3OCc3ccc(Cl)cc3)[C@@H](O)[C@H]2O)n1	0.4	9	x	-5	0	x	-12	-1	6
COc1ccccc1-c1nnc(SCC(=O)N2CC(C)CC(C)C2)o1 (stereo not given)	6.2	7	-5	-6	5	-28	-28	-4	-16
CS(=O)(=O)N1CCN(c2ncnc3c2cnn3-c2ccccc2)CC1	1.0	5	-2	-18	2	3	-3	-1	-3
CN(Cc1ccccc1)S(=O)(=O)c1ccc2[nH]cc(C(=O)NCC3CCCO3)c(=O)c2c1 (stereo not given)	5.2	0	-4	12	7	-7	4	-7	-9
O=C(CC(CC(=O)c1ccc(Br)cc1)c1cccnc1)c1ccc(Br)cc1	1.0	8	-4	-4	1	-4	2	-4	1
C=CC[C@H](CC(=O)NCCO)C(=O)N[C@@H](COC(=O)[C@@H](CC=C)CC(=O)OC(C)(C)C)Cc1c[nH]c2ccccc12	0.4	-1	-5	1	2	-16	6	-3	-7
COc1ccc(-n2nc(C(=O)NCC(=O)NCCCN3CCN(C)CC3)c3ccccc3c2=O)cc1OC	0.6	2	-27	5	1	-9	-3	-7	-7
Cc1cccc(NC(=O)c2nc[nH]c2C(=O)NCC(=O)OCc2ccccc2)c1	3.4	-10	-9	29*	20	-10	27	5	4
Cc1cccc(CC(C)NC(=O)c2cc(COc3ccc(C)c(C)c3)on2)n1 (stereo not given)	2.5	-8	-6	4	8	-15	14	-4	-2
COc1ccc(CC(=O)NC(C)c2nnc(SCc3nc4ccccc4c(=O)[nH]3)n2C)cc1 (stereo not given)	0.5	5	-22	0	0	-25	-5	-5	-6
COc1ccc(OC)c(-c2cc(C(=O)Nc3c(C)nn(Cc4ccccc4Cl)c3C)no2)c1	2.1	6	2	11	0	-16	-5	-6	-15
COc1ccc(Cl)cc1S(=O)(=O)n1ccnc1C(C)C	-0.3	-7	-3	-4	0	-12	19	-3	5
C=CCn1c(N)cc(=O)nc1SCC(=O)Nc1cccc2ccccc12	0.3	9	-2	0	1	-23	-35	7	-9
Cc1ccc(NC(=O)C(OC(=O)c2ccc(F)cc2)c2ccccc2)cc1Cl (stereo not given)	1.7	-8	-6	-16	1	2	40*	6	1

(cont.)
SMILES	M1 ag parental	M1 PAM	OXTR potentiator	CHRM4 antagonist	CHRM4 agonist	CHO parental Ca	CHRM1 antagonist	M1 ag	CHO-K1 Ca antag
COc1nc(Nc2cccc(C(F)(F)F)c2)nc(OC)n1	0.3	-1	-4	-1	-4	-26	1	-5	-3
O=C(Nc1c(-c2ccc(Cl)cc2)[nH][nH]c1=O)c1ccc(Br)cc1	2.1	6	x	-6	1	x	-17	3	-9
O=C(COC(=O)CNC(=O)c1ccc(Cl)cc1Cl)NC1CC1	-0.3	7	-1	1	4	-5	-11	1	-6
CN(C)c1ccc(C(=O)OCC(=O)NCCCc2ccccc2)cc1	1.1	5	2	7	1	-16	-8	-11	-2
CCCCc1cc(O)c(CCCC)c(O)c1	47*	-16	-25	52*	106*	80*	51*	55*	48*
COc1ccc(S(=O)(=O)N2CCC(C(=O)Nc3ccc(F)cc3)CC2)c2cccnc12	1.1	-3	-1	7	3	-11	-2	-8	3
CCOC(=O)c1c(S(=O)(=O)N2CCN(c3ccc(F)cc3)CC2)c(C)n(C)c1C	1.1	10	-10	-6	3	-18	-13	-3	-20
Cc1ccc(NC(=O)c2c(C)noc2-c2snnc2C)cc1	0.9	4	-2	2	1	-11	-11	-7	-2
CC(=O)/C=C(\C)Nc1ccccc1O	-0.2	8	3	-12	0	-8	-14	-1	-6
Cc1cc(C(=O)N/N=C/c2ccccn2)n[nH]1	0.2	3	-16	-3	0	-7	-3	-4	-3
O=C(OCc1nnc(-c2ccc([N+](=O)[O-])cc2)o1)C1CCN(C(=O)c2ccc(Cl)cc2)CC1	1.7	-3	x	-8	7	x	-4	0	10
O=C(NCC1CCCN1S(=O)(=O)c1ccccc1)c1cccc(Cl)c1 (stereo not given)	1.0	-3	-6	-11	5	-4	2	-5	6
CCN(CCn1cccn1)C(=O)c1ccc(OC2CCN(C(=O)COC)CC2)cc1	0.7	2	-4	-18	2	-9	-4	-2	0
Cc1ccc(C(=O)NNC(=O)CSc2n[nH]c(-c3cccnc3)n2)cc1	1.4	11	-13	-5	2	-7	-2	-1	-1
COCCN1C(=O)N[C@@H](c2ccccc2)[C@H](C(=O)OC)[C@H]1C	0.3	7	-12	-10	-1	-4	-8	-4	-8
Cc1ccc(C(=O)N/N=C(\CC(C)C)c2ccccc2)cc1	0.0	-3	-7	7	0	-13	-1	-6	17
CCOC(=O)Cc1nn(C(C)C)c(=O)c2ccccc12	0.2	9	0	-19	-1	4	-10	-4	-22
O=C(N/N=C/c1c(Cl)[nH]c2ccccc12)c1ccc2c(c1)OCCO2	2.2	-1	-5	-2	6	2	0	-2	-6
S=C(Nc1ccccc1)Nc1ccc(Br)cn1	1.1	-1	-6	3	0	-11	9	-9	-3
CCOC(=O)c1c(-c2ccc(C)cc2)csc1NC(=O)CCN1CC(C)OC(C)C1 (stereo not given)	0.6	-11	-12	-3	1	-43	0	-8	-12
c1ccc(CC2CNc3ccccc3CN2)cc1 (stereo not given)	-0.1	3	-15	5	0	-8	-3	-5	1
CN(C)S(=O)(=O)c1cccc(NC(=O)c2ccc(COc3ccccc3)cc2)c1	18*	-24	-15	22	24	56*	39*	-3	30*
O=C(Nc1nccs1)c1ccccn1	-0.1	13	-3	9	2	0	-15	1	2
COc1ccc(CC(=O)Nc2cccc(C(=O)Nc3ccccc3C(=O)O)c2)cc1OC	7.9	3	-1	13	-1	3	0	-2	9
CN(C)CCNc1nc(-c2ccccc2F)c2sccc2n1	1.0	-30	x	21	2	x	70*	-8	0
COc1ccc(C(=O)NCc2cccnc2)cc1S(=O)(=O)N1CCOCC1	0.7	3	-6	2	0	-2	1	-8	-11
Cc1nnc2sc(SCc3cccc(Cl)c3)nn2c1=O	0.3	4	-3	-12	8	-5	13	-3	-1
CCN(CC)S(=O)(=O)c1ccc(C(=O)Oc2cc(C)[nH]c(=O)c2[N+](=O)[O-])cc1	0.0	10	-9	-3	0	-5	5	-3	4

14 structures already listed, arranged by number of heavy atoms, ascending.
SMILES	M1 ag parental	M1 PAM	OXTR potentiator	CHRM4 antagonist	CHRM4 agonist	CHO parental Ca	CHRM1 antagonist	M1 ag	CHO-K1 Ca antag
O=C(Nc1nccs1)c1ccccn1	-0.1	13	-3	9	2	0	-15	1	2
CCCCc1cc(O)c(CCCC)c(O)c1	47*	-16	-25	52*	106*	80*	51*	55*	48*
Cc1cc(C(=O)N/N=C/c2ccccn2)n[nH]1	0.2	3	-16	-3	0	-7	-3	-4	-3
c1ccc(CC2CNc3ccccc3CN2)cc1 (stereo not given)	-0.1	3	-15	5	0	-8	-3	-5	1
Cc1nnc2sc(SCc3cccc(Cl)c3)nn2c1=O	0.3	4	-3	-12	8	-5	13	-3	-1
COc1nc(Nc2cccc(C(F)(F)F)c2)nc(OC)n1	0.3	-1	-4	-1	-4	-26	1	-5	-3
O=C(Nc1c(-c2ccc(Cl)cc2)[nH][nH]c1=O)c1ccc(Br)cc1	2.1	6	x	-6	1	x	-17	3	-9
O=C(N/N=C/c1c(Cl)[nH]c2ccccc12)c1ccc2c(c1)OCCO2	2.2	-1	-5	-2	6	2	0	-2	-6
Cc1ccc(C(=O)NNC(=O)CSc2n[nH]c(-c3cccnc3)n2)cc1	1.4	11	-13	-5	2	-7	-2	-1	-1
COc1ccc(C(=O)NCc2cccnc2)cc1S(=O)(=O)N1CCOCC1	0.7	3	-6	2	0	-2	1	-8	-11
CCN(CC)S(=O)(=O)c1ccc(C(=O)Oc2cc(C)[nH]c(=O)c2[N+](=O)[O-])cc1	0.0	10	-9	-3	0	-5	5	-3	4
CN(C)S(=O)(=O)c1cccc(NC(=O)c2ccc(COc3ccccc3)cc2)c1	18*	-24	-15	22	24	56*	39*	-3	30*
CCN(CCn1cccn1)C(=O)c1ccc(OC2CCN(C(=O)COC)CC2)cc1	0.7	2	-4	-18	2	-9	-4	-2	0
COc1ccc(CC(=O)Nc2cccc(C(=O)Nc3ccccc3C(=O)O)c2)cc1OC	7.9	3	-1	13	-1	3	0	-2	9

Screening results deposited in PubChem by The Scripps Research Institute Molecular Screening Center.

Not a hit list. About 2.9% of those tested had a hit in this group.
